SRC1 TRFRET art: TR-FRET detection interference compounds, primary screen, artefact control for PPARgamma SRC-1 recruitment agonists, biochemical, TR-FRET emission ratio. TR-FRET detection artefact counter-screen; stronger effect = higher value. TR-FRET ratio at 8 µM. hit rate 0.34% among 99,000; in the data active = TR-FRET ratio above about 2300; note: inactives centre near 1800
SRC3 TRFRET art: TR-FRET detection interference compounds, artefact control for PPARgamma SRC-3 recruitment agonists, biochemical, TR-FRET ratio; TR-FRET artefact counter-screen, PPARgamma/SRC-3 format; stronger effect = higher value; TR-FRET ratio at 8 µM; hit rate 0.39% among 99,000; AID 1048, 2008; in the data active = TR-FRET ratio above about 2000; note: inactives centre near 1600
* marks the source's active call; other numbers are inactive results.

cpd	mol	SRC1 TRFRET art	SRC3 TRFRET art
1	CCCCCC#CCC#CCC#CCC#CCCCC(=O)O	1840	1543
2	CC1CCCCN1C(=O)CSc1nc2cc3c(cc2c(=O)n1Cc1ccc2c(c1)OCO2)OCO3 (stereo not drawn)	1892	1492
3	CCOc1ccc(C(=O)CCN2CCCCC2)cc1	1665	1897
4	c1cnc2nc(CSc3ncn[nH]3)cn2c1	2126	1781
5	Cc1nnc(SCC(=O)NC2CCS(=O)(=O)C2)n1-c1ccccc1 (stereo not drawn)	1759	1510
6	CCCNC(=O)N1CCCC(C(=O)c2cccc(Cl)c2)C1 (stereo not drawn)	1734	1562
7	O=C(COC(=O)c1ccc2c(c1)OCO2)Nc1nc(-c2ccccc2)cs1	1877	1426
8	Cc1nccn1CCCN1C(=O)CNC1=S	1592	1685
9	Cc1nnc(SCC(=O)NC(=O)NCc2ccco2)s1	1969	1584
10	O=S(=O)(Nc1cc(S(=O)(=O)N2CCOCC2)ccc1N1CCCC1)c1cccs1	1645	1372
11	O=C(COc1ncnc2scc(-c3ccccc3)c12)NC1CCCc2ccccc21 (stereo not drawn)	1829	1541
12	N#C/C(=C\c1ccco1)c1nc2ccccc2s1	1738	1306
13	COc1cccc(C(=O)NC(=S)Nn2cnnc2)c1OC	1771	1547
14	CCOc1ncccc1C(=O)Nc1nc(C(C)(C)C)cs1	1954	1425
15	COc1ccccc1NS(=O)(=O)c1ccc2oc(SCc3ccc(C#N)cc3)nc2c1	1591	1364
16	Cc1ccc(OCCOCCNC(C)(C)C)c([N+](=O)[O-])c1	2202	1553
17	Cc1ccc(N(CCC(=O)O)S(=O)(=O)c2cccc(C(F)(F)F)c2)cc1	1778	1470
18	O=C(CCc1nnc(COc2ccccc2)o1)NC1(c2ccccc2)CC1	1662	1475
19	O=C(CN1C(=O)NC2(CCCC2)C1=O)Nc1ccc(S(=O)(=O)N2CCOCC2)cc1	1898	1696
20	COc1ccc(C(C)=O)cc1CSC(=N)N	1749	1434
21	O=C(N/N=C/c1c(O)n(Cc2ccccc2)c(=O)c2ccccc12)c1cccnc1	1969	1702
22	CC1(C)C([N+](=O)[O-])C(c2ccc(O)cc2)NC(c2ccc(O)cc2)C1[N+](=O)[O-] (stereo not drawn)	1686	1493
23	COC(=O)/C=C1\OC(c2ccccc2)=CC1=O	1730	1559
24	O=C(Nc1ccccc1)Nc1ccccc1-n1ccnc1	2031	1708
25	CCOc1ccc(CCNC(=O)CCc2nc3ccccc3[nH]2)cc1OCC	1769	1602
26	COc1ccc(/C=C/C(=O)Nc2cc(C)nn2-c2nc3ccccc3[nH]2)cc1	1700	1526
27	CC(=O)c1nn(-c2ccc(Br)cc2)cc1C(=O)c1ccccc1	1949	1581
28	NC(=O)NC(=O)COC(=O)CN1C(=O)C2CCCCC2C1=O (stereo not drawn)	2009	1764
29	O=C(CCc1ccccc1)C(=O)N1CCCC(C(=O)c2cccc(Cl)c2)C1 (stereo not drawn)	1906	1795
30	CNC(=S)/N=C/NOCc1ccc(Cl)cc1Cl	1599	1637
31	O=C(CC1SCCNC1=O)Nc1ccc(F)c(Cl)c1 (stereo not drawn)	1613	1473
32	O=S(=O)(Nc1ccc(N2CCOCC2)cc1)c1ccc(F)cc1F	1588	1482
33	Cc1ccc(-c2c3c(=O)n(C)c(=O)n(C)c3cn2-c2ccccc2O)cc1	2126	1640
34	COc1ccc(Nc2cc(Cl)nc(N)n2)cc1OC	1746	1623
35	O=C(/C=C/c1cccc([N+](=O)[O-])c1)NC(=S)Nc1ccccc1C(=O)O	1794	1503
36	CCC1CCCCN1C(=O)CCn1ccnc1 (stereo not drawn)	1721	1603
37	COc1ccc(C)cc1S(=O)(=O)N(CC(=O)Nc1cc([N+](=O)[O-])ccc1C)c1ccc(C)c(C)c1	1647	1558
38	COc1ccc(S(=O)(=O)n2nc(OC(=O)c3cccs3)cc2NC(=O)c2cccs2)cc1	1545	1385
39	CCOc1cc(N2CCOCC2)c(OCC)cc1NC(=O)CN1C(=O)C2C3C=CC(C3)C2C1=O (stereo not drawn)	1535	1345
40	CN1CCN(C(=O)c2ccc(CN(c3ccccc3)S(=O)(=O)c3ccccc3)cc2)CC1	1816	1237
41	CN1CCN(Cc2c(O)ccc3c2oc(=O)c2ccccc23)CC1	1794	1782
42	O=C(N/N=C/c1cccn1-c1cccc(C(=O)O)c1)Nc1ccccc1	1425	1441
43	S=C(N/N=C/c1ccc2ncccc2c1)Nc1ccccc1	1728	1433
44	Cc1cc(C)c(S(=O)(=O)N(C)CC(=O)NCc2ccncc2)c(C)c1	1617	1402
45	COc1ccc(CCNC(=O)C2CCCN(c3ncccn3)C2)cc1 (stereo not drawn)	1865	1570
46	O=C1C2CC(O)CN2C(=O)N1c1ccccc1 (stereo not drawn)	1763	1769
47	O=C(CCCn1c(=O)c2sccc2n(Cc2cc(=O)n3ccccc3n2)c1=O)NCc1ccco1	1687	1501
48	Fc1ccc(NC(=S)NCc2ccccc2Cl)cc1	1858	1519

Some of the entries so far, with values under each structure:
Values run as follows: SRC1 TRFRET art	SRC3 TRFRET art
45) COc1ccc(CCNC(=O)C2CCCN(c3ncccn3)C2)cc1 (stereo not drawn)
    1865	1570
47) O=C(CCCn1c(=O)c2sccc2n(Cc2cc(=O)n3ccccc3n2)c1=O)NCc1ccco1
    1687	1501
41) CN1CCN(Cc2c(O)ccc3c2oc(=O)c2ccccc23)CC1
    1794	1782

More records:
cpd	mol	SRC1 TRFRET art	SRC3 TRFRET art
49	COc1cccc(OC)c1C(=O)Nc1nc2ccc([N+](=O)[O-])cc2s1	1925	1554
50	COc1cc(/C=C/CN2CCN(CCC(C)C)C(CCO)C2)ccc1O (stereo not drawn)	1489	1513
51	c1ccc(-c2cc(-c3ccc(N4CCOCC4)cc3)nc3ccccc23)cc1	1607	1630
52	N#CCCN(C(=O)COC(=O)COc1ccc(Cl)cc1)c1ccccc1	1925	1539
53	Cc1ccc(-n2cccc2/C=C2/C(=N)N3C(=NC2=O)SN=C3S(C)(=O)=O)cc1	1664	1581
54	CCOC(=O)c1sc(=S)n(C)c1NC(=O)c1ccc(F)cc1	1969	1579
55	CS(=O)(=O)N1CCC(C(=O)Nc2cccc(C(F)(F)F)c2)CC1	2058	1710
56	O=C(N/N=C/c1ccncc1)c1ccccc1OCc1ccc(Br)cc1	1614	1298
57	CC(C)(C)c1cc(C(=O)N/N=C/c2ccccc2O)n(-c2ccccc2)n1	1877	1713
58	Nc1nc(SCC(=O)Nc2ccc(Cl)cn2)n[nH]1	1896	1496
59	CCCCN(C)C(=O)CC(NS(=O)(=O)c1ccc(NC(C)=O)cc1)C(C)C (stereo not drawn)	1898	1537
60	CCCn1c(SCC(N)=O)nnc1-c1ccco1	1710	1595
61	O=C(N/N=C/c1ccncc1)C12CC3CC(CC(C3)C1)C2	1762	1621
62	CCCCN1C(C)=CC(=C2C(=O)c3ccccc3C2=O)C=C1C	1856	1583
63	N#Cc1ccc(OCCOCCNC2CCCC2)cc1	1838	1392
64	CC12CCC(C[N+](C)(C)C1)C2(C)C (stereo not drawn)	1649	1662
65	Cn1cccc1/C=C(/C#N)C(N)=S	1678	1512
66	Cc1cc(C(=O)NC2CCCC2)on1	1911	1692
67	O=C(N/N=C/c1cccc([N+](=O)[O-])c1)c1ccc(Br)cc1	1716	1555
68	CCCN(c1ccc(OCC)cc1)c1ncnc2nc[nH]c12	2109	1640
69	O=C1c2cccc3cccc(c23)C(=O)N1/N=C/c1ccc(O)cc1O	1902	1577
70	COc1ccccc1NC(=O)Cn1cnc2sc(C)c(S(=O)(=O)N3CCCCC3)c2c1=O	1904	1559
71	COC(=O)Cn1c(=O)c(C)nc2ccccc21	1636	1334
72	CC1(C)CC(N=c2cc(-c3ccccc3)oc3ccc(Cl)cc23)CC(C)(C)N1	2072	1466

Entries of single compounds from above. Values in the order: SRC1 TRFRET art	SRC3 TRFRET art
O=C(N/N=C/c1cccc([N+](=O)[O-])c1)c1ccc(Br)cc1 is listed with 1716	1555
Cc1cc(C(=O)NC2CCCC2)on1 is listed with 1911	1692
CCCN(c1ccc(OCC)cc1)c1ncnc2nc[nH]c12 is listed with 2109	1640
CC1(C)CC(N=c2cc(-c3ccccc3)oc3ccc(Cl)cc23)CC(C)(C)N1 is listed with 2072	1466
COC(=O)Cn1c(=O)c(C)nc2ccccc21 is listed with 1636	1334

The listing continues:
cpd	mol	SRC1 TRFRET art	SRC3 TRFRET art
73	S=c1[nH]nc(CSCc2ccccc2Cl)n1C1CCCCC1	1850	1436
74	CCC(C(=O)OCC(=O)Nc1ccc(SC(F)F)cc1)c1ccccc1 (stereo not drawn)	1858	1584
75	Cc1cc(C(=O)OCC(=O)NCc2ccccc2)c(C)o1	1833	1617
76	CCOc1ccc(CNC(=S)N/N=C/c2ccncc2)cc1	1884	1595
77	CC(CCc1ccccc1)NC(=O)Cc1ccccc1 (stereo not drawn)	1768	1689
78	COc1cc(OC)cc(C(=O)N[C@H](C(=O)OCC(=O)Nc2ccc(C(N)=O)cc2)C(C)C)c1	2093	1779
79	CCC1CCc2c(sc(NC(=O)C3c4ccccc4Oc4ccccc43)c2C(N)=O)C1 (stereo not drawn)	1957	1659
80	Cc1ccc(-n2ncc(Cl)c2C(=O)NC2CC2)cc1	1679	1480
81	COc1cc(CCN2C(=O)c3cccc4cccc(c34)C2=O)c(S(=O)(=O)NCCO)cc1OC	1918	1699
82	CC1CCc2cc(F)ccc2N1C(=O)C12CCC(C)(C(=O)O1)C2(C)C (stereo not drawn)	1876	1717
83	O=C(N/N=C/c1ccccc1C(F)(F)F)c1ccc(O)cc1	1913	1558
84	Cc1ccc(CC(=O)N2CCC(c3nc4c(nnn4Cc4ccccc4)c(=O)[nH]3)CC2)cc1	1881	1472
85	CCN1C(=O)/C(=C/c2cccs2)S/C1=N\S(=O)(=O)c1ccc(C)cc1	1661	1457
86	O=C(NCc1ccc2c(c1)OCO2)c1ccc(S(=O)(=O)C(F)F)cc1	1968	1547
87	CCOc1ccc(C2/C(=C(\O)c3ccc(OC)c(OC)c3)C(=O)C(=O)N2c2cc(C)on2)cc1OC (stereo not drawn)	1967	1822
88	CCOCCN1CCN(C(=O)CN2CCCC2=O)CC1	1901	1552
89	CC1=Nc2cc(C(=O)O)ccc2Sc2ccc(Br)cc21	1819	1663
90	CCCCN(C)Cc1c(C)[nH]c2ccccc2c1=O	1731	1634
91	CN1CCN(CCC(=O)N/N=C/c2cc([N+](=O)[O-])ccc2O)CC1	1916	1443
92	O=C(/C=C/c1ccc(OCCCF)cc1)Nc1ccnc(-c2cccnc2)n1	1912	1774
93	COc1cc(C2C(C#N)=C(N)Oc3cc(O)ccc32)cc2c1OCO2 (stereo not drawn)	1812	1393
94	Nc1nc(Cl)c(C=O)c(N2CCCCC2)n1	1609	1522
95	CC(C)CCn1nnnc1CN1CCN(c2ccccc2)CC1	1802	1425
96	N/C(=N\OC(=O)c1ccccc1Cl)c1ccncc1	1852	1277
97	COc1ccc(NC(=O)CC23CC4CC(C2)CC(n2nnc(C)n2)(C4)C3)cc1	1945	1716
98	CN1CCNC(=O)C1CC(=O)NCCC1=CCCCC1 (stereo not drawn)	1597	1430
99	Cc1ccc(NC(=O)CSc2nc3ccccc3c(=O)n2CCCC(=O)NCCCN2CCOCC2)cc1C	1912	1707
100	CSC(=Nc1ccc(Cl)cc1)N[n+]1ccccc1	1736	1723
101	O=C(Nc1cc(Sc2nc3ccccc3s2)cc([N+](=O)[O-])c1)c1ccccc1	1664	1408
102	NC(=O)N/N=C/c1ccccc1OC(=O)c1ccccc1Br	1845	1512
103	Cc1cc(O)ccc1Nc1nc(-c2cccs2)cs1	1964	1798
104	CCOC(=O)c1ccccc1NC(=O)CSc1nc2ccccc2o1	1878	1497
105	COc1cc(C)c(NC(=O)C(=S)NCc2ccccc2)cc1C	1778	1505
106	COCCCN(C(=S)Nc1cc(C)cc(C)c1)C(C)c1ccncc1 (stereo not drawn)	1863	1678
107	S=C(Nc1ccc(OCc2ccccc2)cc1)Nc1cccc(Cl)c1Cl	1918	1539
108	COC(=O)Cn1c(C)nc([N+](=O)[O-])c1Br	2057	1518
109	COc1ccc(/C=C(\NC(=O)c2ccc(C)cc2)C(=O)NCC2CCCO2)cc1 (stereo not drawn)	1917	1687
110	CN1N=C(/C=C/c2ccccc2)CCC1=O	2052	1519
111	CC(C)(C)c1cc(NC(=O)CSc2nnc(N)s2)n(-c2ccccc2)n1	1736	1339
112	Cc1ccc(-n2nc(C)cc2Nc2ncc(Cl)cc2Cl)cc1	2173	1707
113	COc1ccc2c(c1)CCC/C2=N/OC(=O)c1ccccc1OC	1851	1761
114	COc1cc(OC)cc(C(=O)N[C@H](C(=O)Nc2nc(-c3ccc(F)c(F)c3)cs2)C(C)C)c1	1609	1665
115	CC(C)c1ccc(Nc2nnc(SCC(=O)c3nnc(-c4ccccc4)o3)s2)cc1	1595	1555

The list is partial; rates above refer to the full screens.
